# Source: PubChem BioAssay (several laboratories)
# MC4R ag barr – activates human MC4R beta-arrestin recruitment. P32245. U2OS MC4R beta-arrestin complementation, luminescence; percent of melanotan II response, DMSO zero. activation, % at 8.9 µM. 360,000 tested, 0.98% active. AID 540308;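 active means activation above a per-plate cutoff, the mean activation of sample wells on that plate plus 3 SD, cut at about 8% in these data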
# Target sequence (P32245 whole entry, looked up): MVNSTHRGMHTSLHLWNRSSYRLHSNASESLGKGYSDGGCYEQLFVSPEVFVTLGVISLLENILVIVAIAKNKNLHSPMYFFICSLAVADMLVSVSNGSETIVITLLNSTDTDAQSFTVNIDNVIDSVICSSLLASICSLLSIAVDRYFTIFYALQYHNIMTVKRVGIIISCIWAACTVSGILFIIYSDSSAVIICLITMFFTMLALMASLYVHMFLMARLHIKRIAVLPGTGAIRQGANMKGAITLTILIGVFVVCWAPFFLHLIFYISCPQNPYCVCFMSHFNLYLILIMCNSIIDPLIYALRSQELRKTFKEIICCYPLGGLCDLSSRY
# Granule exo inh – lytic granule exocytosis inhibition; TALL-104 LAMP-1 surface exposure, flow cytometry; cells stimulated with thapsigargin and PMA; 360,000 tested, 0.66% active; inhibition, % at 10 µM;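 active means inhibition above about 55%, limit read from the data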
# m5-HT2A agonist – agonists of mouse serotonin 5-HT2A receptor (HTR2A). P35363. CHO-K1 mHTR2A beta-arrestin complementation, luminescence; percent of 30 µM serotonin response. activation, % at 7.6 µM. 360,000 tested, 0.66% active. AID 624169;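 active means activation above a run cutoff, the mean activation of all tested compounds plus 3 SD, cut at about 14% in these data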;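 further: 0% = plate median of compound wells and 100% = 30 µM serotonin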
# Target sequence (P35363 whole entry, looked up): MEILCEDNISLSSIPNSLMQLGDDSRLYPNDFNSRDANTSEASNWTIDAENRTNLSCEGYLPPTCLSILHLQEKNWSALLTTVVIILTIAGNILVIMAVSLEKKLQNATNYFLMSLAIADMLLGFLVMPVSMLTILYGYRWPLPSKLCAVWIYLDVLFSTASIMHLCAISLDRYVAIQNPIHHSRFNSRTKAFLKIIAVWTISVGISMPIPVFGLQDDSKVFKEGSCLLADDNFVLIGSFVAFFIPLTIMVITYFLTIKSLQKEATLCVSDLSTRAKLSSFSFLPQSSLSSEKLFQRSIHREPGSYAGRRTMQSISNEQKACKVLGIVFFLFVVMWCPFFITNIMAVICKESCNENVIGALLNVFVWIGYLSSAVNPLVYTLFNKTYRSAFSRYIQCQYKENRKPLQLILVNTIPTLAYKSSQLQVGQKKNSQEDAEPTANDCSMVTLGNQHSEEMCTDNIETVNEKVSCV
# aDG glyco up – increases alpha dystroglycan glycosylation; Pro5-aDG cells, alpha-DG glycosylation AlphaScreen (IIH6); 0% Pro5, 100% B10-LARGE cell signal; activation, % at 10 µM; 360,000 tested, 0.22% active; AID 624168;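 active means activation of at least 8% versus controls, or a plate z-score of at least 8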;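 further: Pro5 are CHO cells carrying HIG-tagged alpha-DG that lacks glycosylation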
# iPSC survival up – hiPSC single-cell survival enhancement; ATPlite luminescence; 100% = ROCK inhibitor wells, 0% = DMSO; survival enhancement, % at 20 µM; 360,000 tested, 0.044% active; AID 602274; in the data active means survival enhancement above about 18%;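 further: cells exposed to compounds for 16 hours before the ATP read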
# Cardio protect – modulators protecting cardiomyocytes from myocardial damage; H9c2 cardiomyocytes, H2O2 injury protection, ATPLite, 2 h; protection from H2O2 cell death, % at 20 µM; 360,000 tested, 0.63% active; AID 588492;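 active means compounds giving at least 50% protection of heart cells from peroxide-induced death in the single-dose screen, raw or plate-pattern-corrected value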;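 further: 0% = DMSO wells with peroxide and 100% = DMSO wells without peroxide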
# MC4R antag cAMP – blocks human MC4R cAMP signaling; P32245; MC4R-expressing cells, MTII-stimulated cAMP, LANCE TR-FRET; inhibition, % at 6.5 µM; 360,000 tested, 0.48% active; AID 540295;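 active means inhibition above its plate's cutoff, the mean of tested wells on that plate plus 3 SD, cut at about 29% in these data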;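 further: 0% = Melanotan II alone and 100% = Melanotan II plus saturating MCL0020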
#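 Material: human MC4R-expressing U2OS cells. Probe or stimulus: Melanotan II challenge. Dosing: 6.5 µM single dose. Times: 30-min compound, 1-h challenge, 1-h detection, room temperature. Technique: TR-FRET with Eu-cAMP and labeled anti-cAMP, 671 nm. Replication: singlicate.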
# ABCB6 inh MLPCN – inhibitors of human ABC transporter ABCB6. Q9NP58. K562-ABCB6 porphyrin accumulation, flow cytometry, 1 h; active compounds read low. fluorescence ratio to DMSO, % at 10 µM. 360,000 tested, 0.19% active. AID 602162;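 active means fluorescence ratio to DMSO below 75%, the collection mean minus 3 SD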;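 further: signal is porphyrin accumulated inside mitochondria; 100% equals median channel fluorescence of DMSO control wells; lower ratio means ABCB6 inhibition with less porphyrin fluorescence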
# Glyco luc inh – N-linked glycosylation inhibition. D54 ERlucT glycosylation luciferase reporter, 24 h; percent of 100 nM tunicamycin response. reporter increase, % at 12.5 µM. 360,000 tested, 0.23% active. AID 588692;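 active means mean luciferase reporter signal, scaled so untreated is 0 and the glycosylation-blocking control 100, at or above a set limit in every replicate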;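 further: luciferase carries N-glycosylation sites so blocking glycosylation raises the light; 0% = median of neutral control wells and 100% = median of 100 nM tunicamycin wells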
# ABHD5-PLIN5 inh – ABHD5-PLIN5 protein interaction inhibition | Split G. princeps luciferase complementation, luminescence, 4 h | inhibition, % at 4 µM | 360,000 tested, 0.78% active;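 active means inhibition above the mean inhibition across every tested compound plus 3 SD, cut at about 22% in these data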;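 further: 0% = DMSO only wells and the 100% control is not disclosed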
# * hit, by the source's call.
SMILES,MC4R ag barr,Granule exo inh,m5-HT2A agonist,aDG glyco up,iPSC survival up,Cardio protect,MC4R antag cAMP,ABCB6 inh MLPCN,Glyco luc inh,ABHD5-PLIN5 inh
N#CC1(NC(=O)CSc2nc3ccccc3s2)CCCCC1,-0.6,1,-13,0.0,0.6,-3,2,95,-1,-2
Cc1ccc(NC(=O)CSCC(=O)Nc2cc(S(=O)(=O)N3CCOCC3)ccc2OC(C)C)cc1,0.0,2,6,-0.2,-0.1,-3,5,91,2,-13
COc1ccc(S(=O)(=O)N(C)C[C@H]2Oc3ccc(NC(=O)Nc4ccc5c(c4)OCO5)cc3C(=O)N([C@H](C)CO)C[C@@H]2C)cc1,-0.7,-3,0,0.2,-4.7,11,5,95,-2,-11
CCOC(=O)N1CCC(N2Cc3cccc(C(=O)Nc4ccccc4OC)c3C2=O)CC1,-2.5,-2,-6,0.1,0.3,2,4,91,0,-1
CN(C)CC(c1ccccc1)c1ccccc1,-1.2,-14,0,0.0,-0.9,-6,8,98,2,-3
CC1C(=O)NN=C1c1ccc([N+](=O)[O-])cc1 (stereo not drawn),-0.3,-1,4,-0.3,0.9,0,-7,93,0,-3
O=C(COc1ccc(-c2nnco2)cc1)Nc1ccc(F)c(Cl)c1,-2.1,0,4,0.3,-0.2,0,15,93,0,-3
CCC(=O)NCCc1nc2cc(NC(=O)c3cccs3)ccc2n1C,-1.8,-1,3,0.0,-0.8,-6,16,94,0,3
O=C(Nc1ccc(F)cc1F)c1ccc(S(=O)(=O)N2CCCCC2)cc1,-0.6,3,-8,0.2,1.0,3,-2,102,-1,-7
Cc1ccc(C2=NOC(C)(c3nnc(Cc4ccccc4)o3)C2)cc1 (stereo not drawn),-0.9,-3,-8,0.4,1.4,-3,16,102,2,-3
COc1ccc(/C=C/c2cc(O)cc(OC3OC(CO)C(O)C(O)C3O)c2)cc1 (stereo not drawn),-2.2,-2,1,-0.1,-2.3,-22,-1,98,-4,10
COc1ccc(CN2CCN(C(C)C)C(CCO)C2)cc1Cn1cccn1 (stereo not drawn),-1.6,-10,-3,0.1,2.6,8,-4,103,2,3
COCc1cc(/C=N\NC(=O)Cc2ccc(OC)cc2)ccc1OC,0.4,-3,-1,0.0,-0.9,7,-1,102,2,-6
CC1CCCC(NC(=O)CN2CCN(S(=O)(=O)c3ccc(Br)s3)CC2)C1C (stereo not drawn),-1.4,1,0,0.1,0.3,-6,-2,96,-2,8
C/C(=N\NC(=O)C(N)=O)c1ccc(O)cc1O,-1.2,2,-5,-0.3,-0.6,-2,0,93,3,5
N=c1oc2cc(O)ccc2cc1C(=O)Nc1ccc(Br)cc1,-0.5,0,3,0.2,0.7,-23,22,97,0,3
O=C(CC12CC3CC(CC(C3)C1)C2)N1CCOCC1,-1.5,-1,6,-0.4,1.9,10,-5,94,-3,1
CCOC(=O)C1CCN(CC(=O)N2CCc3ccccc32)CC1,-1.5,4,-37,0.0,-0.4,0,11,104,1,-2
CCCCCN(C(=O)CCC(=O)OCC(=O)N1CCCCC1C)c1c(N)n(CCCC)c(=O)[nH]c1=O (stereo not drawn),-3.2,-4,7,0.0,0.6,5,11,101,2,3
O=C(CSc1nnc(-c2ccccc2F)n1C1CC1)N1CCCC1,-3.3,22,-5,0.2,0.3,-2,12,96,2,-2

# Some of these compounds in order of molar mass, low to high:
SMILES,MC4R ag barr,Granule exo inh,m5-HT2A agonist,aDG glyco up,iPSC survival up,Cardio protect,MC4R antag cAMP,ABCB6 inh MLPCN,Glyco luc inh,ABHD5-PLIN5 inh
CN(C)CC(c1ccccc1)c1ccccc1,-1.2,-14,0,0.0,-0.9,-6,8,98,2,-3
CCOC(=O)C1CCN(CC(=O)N2CCc3ccccc32)CC1,-1.5,4,-37,0.0,-0.4,0,11,104,1,-2
N#CC1(NC(=O)CSc2nc3ccccc3s2)CCCCC1,-0.6,1,-13,0.0,0.6,-3,2,95,-1,-2
COCc1cc(/C=N\NC(=O)Cc2ccc(OC)cc2)ccc1OC,0.4,-3,-1,0.0,-0.9,7,-1,102,2,-6
O=C(CSc1nnc(-c2ccccc2F)n1C1CC1)N1CCCC1,-3.3,22,-5,0.2,0.3,-2,12,96,2,-2
CCC(=O)NCCc1nc2cc(NC(=O)c3cccs3)ccc2n1C,-1.8,-1,3,0.0,-0.8,-6,16,94,0,3
O=C(Nc1ccc(F)cc1F)c1ccc(S(=O)(=O)N2CCCCC2)cc1,-0.6,3,-8,0.2,1.0,3,-2,102,-1,-7
COc1ccc(/C=C/c2cc(O)cc(OC3OC(CO)C(O)C(O)C3O)c2)cc1 (stereo not drawn),-2.2,-2,1,-0.1,-2.3,-22,-1,98,-4,10
CCOC(=O)N1CCC(N2Cc3cccc(C(=O)Nc4ccccc4OC)c3C2=O)CC1,-2.5,-2,-6,0.1,0.3,2,4,91,0,-1
CC1CCCC(NC(=O)CN2CCN(S(=O)(=O)c3ccc(Br)s3)CC2)C1C (stereo not drawn),-1.4,1,0,0.1,0.3,-6,-2,96,-2,8
COc1ccc(S(=O)(=O)N(C)C[C@H]2Oc3ccc(NC(=O)Nc4ccc5c(c4)OCO5)cc3C(=O)N([C@H](C)CO)C[C@@H]2C)cc1,-0.7,-3,0,0.2,-4.7,11,5,95,-2,-11

# Next section:
SMILES,MC4R ag barr,Granule exo inh,m5-HT2A agonist,aDG glyco up,iPSC survival up,Cardio protect,MC4R antag cAMP,ABCB6 inh MLPCN,Glyco luc inh,ABHD5-PLIN5 inh
CN(CCc1ccccc1)C(=O)c1ccc(NC(=O)Cc2cccc([N+](=O)[O-])c2)cc1,-0.4,-6,-3,-0.1,1.8,1,3,95,0,1
O=C(NC(=O)N1CCCC1)c1csnn1,-1.8,13,0,-0.1,-0.2,-3,5,100,2,-12
NCCOc1cnn(-c2ccccc2Cl)c(=O)c1Cl,-0.6,1,0,-0.2,-0.3,0,-1,102,1,2
COC(=O)C1=C(C(=O)OC)[C@@H]2N(C)c3ccc(OC)cc3[C@@]23C[C@@H](C(=O)OC)N(C(=O)NC2CCCCC2)C3=N1,-0.2,4,-5,0.0,16,0,4,99,2,2
CC1CN(C(=O)/C(=C/c2ccco2)NC(=O)c2ccccc2)CC(C)O1 (stereo not drawn),-1.2,-1,-4,0.0,0.3,1,-3,171,0,-2
CCC(=O)C1=C(O)C(c2cccc(Oc3ccccc3)c2)CCC1=O (stereo not drawn),2.2,1,1,0.6,-0.9,-3,-4,104,2,10
CCc1nc2c(OCCOC)cccn2c1N(C)C(=O)Nc1ccccc1OC,-0.8,-5,4,-0.4,-2.7,3,9,94,4,8
Cc1ccccc1S(=O)(=O)N(C)C[C@H]1OCc2cnnn2CCCC(=O)N([C@@H](C)CO)C[C@H]1C,-1.5,-5,4,-0.2,-0.6,-6,0,96,0,0
O=C(Cn1cc(/C=N/NC(=O)c2cccc(C(F)(F)F)c2)c2ccccc21)Nc1ccc(F)cc1,1.9,-3,1,0.5,2.0,-1,-6,91,-4,-4
CCc1ccccc1N1CN(Cc2ccco2)CNC1=S,-2.5,1,-1,0.0,-1.0,3,22,99,3,-4
CC(C)[C@H](NC(=O)OCc1ccccc1)C(=O)OCC(=O)N1CCCCC1,-1.5,2,-6,0.3,-0.3,0,10,98,-1,-9
Cc1ccc(-c2cc(C(F)(F)F)c(C#N)c(SCCC#N)n2)o1,3.4,-2,-4,0.3,-1.6,-1,6,71*,2,6
CCCS(=O)(=O)NC(=O)C1(C)CCCN(C(=O)c2cccc(OC(F)(F)F)c2)C1 (stereo not drawn),2.3,2,1,-0.1,-1.9,1,5,94,2,2
CCOc1ccc(CCNC(=O)c2ccc(NC3=NC4CS(=O)(=O)CC4S3)cc2)cc1 (stereo not drawn),-2.6,6,3,1.0,0.6,0,-2,102,1,-14
Cc1ccccc1NC(=O)C1C2/C=C\CCCCC21 (stereo not drawn),8.8*,-11,5,0.0,-3.1,9,7,101,-1,-3
CCOCCCNC(=O)CCn1ccc2cc(S(=O)(=O)N3CCCC3)ccc21,0.4,-5,-6,-0.1,3.2,2,-2,98,-1,7
S=C(Nc1ccc(Oc2ccccc2)cc1)NC1CCCC1,-1.4,4,-3,-0.1,-0.3,-5,6,97,1,-8
COc1ccc(CC(=O)NC(C)c2nnc(SCC(=O)Nc3ccccc3)n2C)cc1 (stereo not drawn),-1.0,-3,8,-0.1,-0.3,-3,0,98,0,-5
Cc1cccc(C(=O)NNC(=O)C(=O)NC(C)(C)C)c1,-1.2,-3,0,-0.3,1.3,5,-1,103,1,-12
Cn1c(NC(=O)/C=C/c2ccco2)cc(=O)n(C)c1=O,-2.0,0,-5,0.3,1.4,-4,2,96,1,4
O=C(O)CC/C(=N/NC(=O)CNC(=O)Cc1ccccc1)c1ccccc1,-1.6,7,-2,0.0,0.4,0,5,98,3,2
N#Cc1ccccc1NC(=O)c1ccccc1OCC(=O)Nc1ccc2c(c1)oc1ccccc12,-0.4,-1,-5,0.2,0.3,-6,18,101,-1,0
COCCCNC(=O)CSc1nc2cc(S(=O)(=O)N3CCCCC3)ccc2o1,-0.3,3,-7,0.1,-0.4,-2,4,95,1,3
Nc1csnc1C(=O)O,-2.7,-5,5,-0.1,-1.6,1,13,100,3,-1
CCCCCCOc1ccc(-c2ccc(C#N)cn2)cc1,1.4,2,3,0.6,-3.4,-12,7,100,2,-2
CCc1ccc(CC)c(S(=O)(=O)Nc2ccc(O)c(C(=O)O)c2)c1,1.2,-1,2,0.0,5.0,9,1,100,3,1
CNC(=O)CSc1nc(-c2ccccc2)c(-c2ccccc2)o1,-1.9,-1,0,-0.3,-1.1,-1,11,96,-2,-5
COc1ccc(NC(=O)C2(C)CCCN2C(=O)C(C)C)cc1OC (stereo not drawn),1.5,2,0,0.0,6.9,-2,9,107,1,4
Cc1ccc2c(c1)C(=C(C#N)C#N)CCN2,-1.1,-6,-2,-0.4,-1.6,-1,8,98,1,-8
O=C(c1cccnc1)N1CCc2ccccc21,-0.8,0,1,-0.4,-1.5,2,10,106,0,5
Cc1ccc(C)c(NC(=O)CSc2nnc(NC(=O)C3CC3)s2)c1,-2.5,2,-1,0.2,-0.4,2,8,100,1,-3
O=C(O)C1(Nc2ccc(Cl)cc2)CCCC1,-1.2,0,0,-0.1,-3.8,-5,4,96,0,8
COc1cc(/C=C/C(=O)NCc2cccnc2)cc(OC)c1OC,-1.2,2,2,0.0,0.7,12,-6,93,4,-3
O=C1N2CCCc3cccc(c32)C12Nc1ccccc1S2 (stereo not drawn),-1.3,7,21*,0.0,2.6,16,5,104,-4,61*
O=C(O)c1ccc(Cl)cc1NC(=O)C1CCCO1 (stereo not drawn),-1.7,-2,6,-0.2,0.1,-1,3,90,0,-2
N/C(=N\OC(=O)c1ccc(=O)n(Cc2ccccc2)c1)c1ccccn1,-1.9,-2,-5,0.0,0.4,4,3,104,3,-4

# The order is random (roughly 4.5% active in at least one column).
